MC4R antag cAMP = antagonists of human melanocortin 4 receptor (MC4R) | inhibition, % at 6.5 µM | MC4R-expressing cells, MTII-stimulated cAMP, LANCE TR-FRET | P32245 | 360,000 compounds, 0.48% hits;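 active = inhibition above its plate's cutoff, the mean of tested wells on that plate plus 3 SD, cut at about 29% in these data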;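 note: 0% = Melanotan II alone and 100% = Melanotan II plus saturating MCL0020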
Target sequence (P32245 whole entry, looked up): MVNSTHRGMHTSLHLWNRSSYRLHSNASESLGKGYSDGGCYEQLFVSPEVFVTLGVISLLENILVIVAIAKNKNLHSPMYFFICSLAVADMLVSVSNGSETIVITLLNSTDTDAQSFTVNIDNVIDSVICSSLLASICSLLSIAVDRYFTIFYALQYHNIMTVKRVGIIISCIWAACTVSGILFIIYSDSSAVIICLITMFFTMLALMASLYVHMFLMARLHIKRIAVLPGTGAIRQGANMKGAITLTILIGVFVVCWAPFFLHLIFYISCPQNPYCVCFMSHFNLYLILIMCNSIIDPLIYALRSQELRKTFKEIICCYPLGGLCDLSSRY
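System: U2OS cells stably expressing human melanocortin 4 receptor (MC4R). Reagent: Melanotan II challenge after compound preincubation. Doses: 6.5 µM. Times: 30-min compound, 1-h challenge, 1-h detection, room temperature. Measured by: TR-FRET with Eu-cAMP and labeled anti-cAMP, 671 nm. Replicates: singlicate.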
Cardio protect = modulators protecting cardiomyocytes from myocardial damage; protection from H2O2 cell death, % at 20 µM; H9c2 cardiomyocytes, H2O2 injury protection, ATPLite, 2 h; 360,000 compounds, 0.63% hits;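 active = compounds giving at least 50% protection of heart cells from peroxide-induced death in the single-dose screen, raw or plate-pattern-corrected value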;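 note: 0% = DMSO wells with peroxide and 100% = DMSO wells without peroxide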
Vif inh = HIV Vif inhibition; inhibition, % at 7.49 µM; 340,000 compounds, 0.35% hits; HEK293T cells, Vif self-association by quenched fluorescence, imaging, 24 h; in the data active = inhibition above about 50%, passing the limit was not always enough; inconclusive = no clear call, values can overlap the other calls; inactive = below about 31%; note: some results filed as inactive read as strong as hits
MC4R barr agon = activates human MC4R beta-arrestin recruitment | P32245 | U2OS MC4R beta-arrestin complementation, luminescence; percent of melanotan II response, DMSO zero | activation, % at 8.9 µM | 360,000 compounds, 0.98% hits;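 active = activation above a per-plate cutoff, the mean activation of sample wells on that plate plus 3 SD, cut at about 8% in these data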
HTR2A ag = mouse HTR2A agonism via beta-arrestin recruitment. CHO-K1 mHTR2A beta-arrestin complementation, luminescence; percent of 30 µM serotonin response. 360,000 compounds, 0.66% hits. activation, % at 7.6 µM. AID 624169;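 active = activation above a run cutoff, the mean activation of all tested compounds plus 3 SD, cut at about 14% in these data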;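 note: 0% = plate median of compound wells and 100% = 30 µM serotonin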
Target sequence (P35363 whole entry, looked up): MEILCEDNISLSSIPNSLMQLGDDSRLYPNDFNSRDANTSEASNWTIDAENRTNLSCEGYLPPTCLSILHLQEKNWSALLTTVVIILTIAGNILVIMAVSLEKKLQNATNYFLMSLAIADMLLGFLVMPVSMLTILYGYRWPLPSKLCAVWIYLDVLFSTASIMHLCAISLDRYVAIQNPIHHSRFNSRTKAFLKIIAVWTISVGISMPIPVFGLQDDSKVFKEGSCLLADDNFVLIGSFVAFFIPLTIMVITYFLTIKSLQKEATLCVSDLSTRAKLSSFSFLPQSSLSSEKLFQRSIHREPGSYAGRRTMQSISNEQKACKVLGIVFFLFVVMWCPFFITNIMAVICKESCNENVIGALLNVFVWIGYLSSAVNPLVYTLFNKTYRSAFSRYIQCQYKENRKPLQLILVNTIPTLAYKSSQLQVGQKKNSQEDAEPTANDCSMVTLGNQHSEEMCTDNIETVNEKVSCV
PDI turbidity = inhibitors of human protein disulfide isomerase | PDI insulin aggregation turbidity, A650, 90 min | 350,000 compounds, 0.052% hits | P07237 | AID 588391 | inhibition, % at 10 µM;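 active = mean inhibition across replicates of 30% or more, whatever share of single replicates reach that level; inconclusive = mean inhibition below 30% while every single replicate reaches 30%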;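 note: absorbance from insulin aggregation driven by PDI reduction with DTT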
Glyco luc inh = blocks N-linked glycosylation in D54 reporter cells; AID 588692; D54 ERlucT glycosylation luciferase reporter, 24 h; percent of 100 nM tunicamycin response; reporter increase, % at 12.5 µM; 360,000 compounds, 0.23% hits;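 active = mean luciferase reporter signal, scaled so untreated is 0 and the glycosylation-blocking control 100, at or above a set limit in every replicate; inconclusive = mean reaches the limit but not every replicate does; inactive = mean below the limit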;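 note: luciferase carries N-glycosylation sites so blocking glycosylation raises the light; 0% = median of neutral control wells and 100% = median of 100 nM tunicamycin wells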
CaV13 ICDI inh = Disruptors of the CACNA1D IQ motif to Ca2+-dependent inactivation inhibitor domain association, primary screening, Förster resonance energy transfer in intact living …; HEK cells, CFP/YFP FRET ICDI-IQ, plate reader, 10 min; percent FRET-ratio fall versus neutral wells; inhibition, % at 12.3 µM; 340,000 compounds, 0.098% hits; AID 743397;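 active = mean replicate inhibition of at least 30% and at least 1% of replicates passing that level; inconclusive = only one of the two criteria is met; inactive = neither criterion is met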;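 note: 0% = median of the neutral control wells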
aDG glyco act = alpha-DG glycosylation activation | Pro5-aDG cells, alpha-DG glycosylation AlphaScreen (IIH6); 0% Pro5, 100% B10-LARGE cell signal | activation, % at 10 µM | 360,000 compounds, 0.22% hits | AID 624168;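 active = activation of at least 8% versus controls, or a plate z-score of at least 8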;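 note: Pro5 are CHO cells carrying HIG-tagged alpha-DG that lacks glycosylation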
ABCB6 inh MLPCN = blocks the human ABCB6 transporter; Q9NP58; K562-ABCB6 porphyrin accumulation, flow cytometry, 1 h; stronger effect = lower value; fluorescence ratio to DMSO, % at 10 µM; 360,000 compounds, 0.19% hits;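 active = fluorescence ratio to DMSO below 75%, the collection mean minus 3 SD; inconclusive = too few cells collected in the well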;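 note: signal is porphyrin accumulated inside mitochondria; 100% equals median channel fluorescence of DMSO control wells; lower ratio means ABCB6 inhibition with less porphyrin fluorescence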
An asterisk follows results filed as active; ? = inconclusive; / = no result given.

SMILES	MC4R antag cAMP	Cardio protect	Vif inh	MC4R barr agon	HTR2A ag	PDI turbidity	Glyco luc inh	CaV13 ICDI inh	aDG glyco act	ABCB6 inh MLPCN
Cc1cccc(N2NC(=O)/C(=C/c3ccc(-c4ccc(Cl)c(C(=O)O)c4)o3)C2=O)c1	13	7	-3	-2.9	-2	-9	-1	0	-0.5	102
COc1ccc(NC(=O)Cn2nnc(C(=O)NCc3ccc4c(c3)OCO4)c2N)c(OC)c1	10	-9	5	-1.7	0	12	-1	-16	0.0	100
COc1ccc(NC(=O)NNC(=O)c2ccc3ccccc3c2O)cc1OC	5	2	-5	-2.0	-4	9	0	-5	0.0	98
CC(C)(C)[C@H]1C=C(C(=O)NC2CC2)O[C@@H](OCc2ccc(CO)cc2)C1	11	-2	4	0.2	7	0	3	-10	0.1	102
CC(CN1CCCCC1)OC(=O)c1cc2ccccc2o1 (centres undefined)	1	-5	9	-0.7	5	-2	-1	/	0.0	114
CC(=O)c1c(C)nc2ccccn12	0	3	5	-1.8	-3	4	2	-9	0.0	101
O=C(NCC(=O)N(c1cccnc1)C(C(=O)NC1CCCC1)c1ccccc1F)c1ccco1 (centres undefined)	13	0	10	0.2	9	0	0	/	0.1	97
CN(C)S(=O)(=O)c1cccc(NC(=S)NNC(=O)c2cc3ccccc3cc2O)c1	0	3	-3	-0.8	-2	-4	-3	-6	-0.1	94
O=C(Nc1ccccc1Cl)OCc1cncs1	16	2	22	-1.6	0	2	1	-16	0.7	95
O=C(C1CCN(Cc2nc(Cc3cccc(F)c3)no2)CC1)N1CCOCC1	7	8	2	-2.6	-1	-2	1	0	0.0	95
CC1=NN(C(=O)CSCc2ccccc2)C(O)(c2ccccc2)C1 (centres undefined)	1	-2	-3	-2.8	-4	6	2	-4	0.2	97
CCc1cccc(NC(=O)Cn2cccc2)c1	-3	-9	-7	1.0	10	-1	2	-10	-0.3	107
COc1ccc(NC(=O)N2CCc3ccccc3C2)c(OC)c1	3	-2	-8	-2.6	-4	0	1	-7	0.9	106
Oc1ccc(O)c(C=NNC(=S)NC2CC3CC2C2C=CCC32)c1 (centres undefined)	-3	22	-4	6.5	9	4	0	-6	0.6	88
Cc1ccc2c(c1)N(CCC(=O)NCc1ccccn1)C(=O)CO2	-4	-1	-11	-1.4	0	4	1	-5	-0.2	91
CC(=O)N(c1ccc(C)cc1)C1C=CS(=O)(=O)C1 (centres undefined)	1	0	1	-0.9	13	0	1	11	0.0	99
O=C(CSc1nnc(NC(=O)c2ccccc2F)s1)NCc1ccc(F)cc1	4	-8	-6	-1.8	1	22	-1	/	0.0	103
CCN(CC(=O)NCc1ccc(Cl)cc1)C(=O)CSc1cc(C)ccc1C	4	1	-3	-3.0	4	3	1	-6	0.4	98
CCCc1cc(C(=O)Nc2c(C)n(C)n(-c3ccccc3)c2=O)no1	-5	1	11	0.8	7	3	0	-7	-0.3	95
O=C(COC(=O)Cn1cnc2ccccc2c1=O)NCCC1=CCCCC1	4	5	-6	2.9	1	8	1	-4	1.8	96

Quoted at random: 5 entries already listed.
SMILES	MC4R antag cAMP	Cardio protect	Vif inh	MC4R barr agon	HTR2A ag	PDI turbidity	Glyco luc inh	CaV13 ICDI inh	aDG glyco act	ABCB6 inh MLPCN
CN(C)S(=O)(=O)c1cccc(NC(=S)NNC(=O)c2cc3ccccc3cc2O)c1	0	3	-3	-0.8	-2	-4	-3	-6	-0.1	94
CCc1cccc(NC(=O)Cn2cccc2)c1	-3	-9	-7	1.0	10	-1	2	-10	-0.3	107
CC(=O)N(c1ccc(C)cc1)C1C=CS(=O)(=O)C1 (centres undefined)	1	0	1	-0.9	13	0	1	11	0.0	99
O=C(COC(=O)Cn1cnc2ccccc2c1=O)NCCC1=CCCCC1	4	5	-6	2.9	1	8	1	-4	1.8	96
COc1ccc(NC(=O)N2CCc3ccccc3C2)c(OC)c1	3	-2	-8	-2.6	-4	0	1	-7	0.9	106

The list goes on.
SMILES	MC4R antag cAMP	Cardio protect	Vif inh	MC4R barr agon	HTR2A ag	PDI turbidity	Glyco luc inh	CaV13 ICDI inh	aDG glyco act	ABCB6 inh MLPCN
CCOC(=O)c1c(NC(=O)COC(=O)c2cnccn2)sc(C)c1C	-4	-7	17	0.9	8	-8	16	-16	0.0	84
O=C(NNC(=O)c1ccc(S(=O)(=O)N2CCCCC2)cc1)c1ccc(F)cc1	-2	0	-1	-2.5	3	-1	2	-4	0.0	97
O=C(CNC(=O)c1ccc(Br)o1)NNC(=O)c1n[nH]c(=O)c2ccccc12	-3	11	0	-4.2	5	2	2	-5	-0.1	98
Cc1cc(C)n(-c2cc(N3CCN(S(=O)(=O)c4ccc5ccccc5c4)CC3)ccc2[N+](=O)[O-])n1	13	-11	-11	1.3	6	-7	-2	-6	0.3	102
COc1ccc(Cl)cc1NC(=O)CCN1CCN(Cc2ccccc2)CC1	0	-4	3	1.4	-7	5	-2	-19	0.2	107
COCc1cc(=O)c2ccccc2o1	0	12	-1	-1.1	10	-3	2	-11	0.1	101
COc1ccc(CNC(=O)C(C)OC(=O)CO/N=C(\C)c2ccc3c(c2)OCO3)cc1 (centres undefined)	-3	-3	32	0.0	0	3	1	-6	-0.2	92
CCN(CCCNC(=O)c1nn(C)c2c1CS(=O)(=O)c1ccccc1-2)Cc1ccccc1	-4	4	14	1.2	-6	3	-1	-8	0.1	102
Cc1c(Cc2ccccc2)sc(NC(=O)C(C)(C)C)c1C(N)=O	10	0	1	0.1	5	-2	1	-14	0.1	99
O=C(O)c1ccc2c(c1)ncn2C1CCCCCC1	-9	1	/	-1.8	-1	11	1	-6	0.0	103
Cc1ccc(Cc2cc(-c3ccc(C)cc3)n[nH]c2=O)cc1	4	2	7	0.7	1	-3	1	-20	0.1	96
O=C(NN1C(=O)c2ccccc2NC1c1ccc([N+](=O)[O-])o1)c1ccc([N+](=O)[O-])cc1 (centres undefined)	10	-1	0	-4.4	-4	-5	0	-7	0.8	95
COc1ccc(N2CCN(C(CNC(C)=O)c3ccco3)CC2)cc1 (centres undefined)	-5	1	-3	0.9	-1	1	-1	-1	-0.2	103
Cc1ccc(NC(=O)c2ccc(CSc3nnc(C)s3)cc2)c(C)c1	8	-13	-3	-2.3	-4	0	-3	/	0.0	96
COc1ccc(Cl)cc1C=CC=NNC(=O)c1ccncc1	-7	13	6	-0.5	3	-2	-2	-6	0.2	103
CC(C)Oc1ccccc1OC1(C)CCN(Cc2ccc(OC(F)(F)F)cc2)C1 (centres undefined)	1	-30	10	0.8	1	-16	-2	-3	0.0	100
CNc1nc2c(C)cccn2c(=O)c1C=NCc1ccccc1	-3	4	1	-2.4	-2	8	1	-4	0.2	94
Cc1cn([C@H]2C[C@H](O)[C@@H](/C=C/C(=O)NCCCc3ccccc3)O2)c(=O)[nH]c1=O	/	1	1	/	-4	/	1	-4	-0.1	98
CCOC(=O)COc1ccc(Cl)cc1C1NC(=O)NC(C)=C1C(C)=O (centres undefined)	1	14	-4	-0.6	2	-8	0	0	-0.3	102
O=C(Nc1ccnn1C1CCN(Cc2ccccc2)CC1)C1CCOC1 (centres undefined)	4	2	-6	-2.6	-2	-57	1	/	0.0	99
O=C(NC(Cc1ccccc1)c1nc2ccccc2[nH]1)C1CC(=O)N(c2ccc3c(c2)OCCO3)C1 (centres undefined)	2	4	/	1.2	-2	-1	/	/	-0.2	89
CC(=O)N[C@@H](Cc1c[nH]c2ccccc12)C(=O)OCc1cc(C(F)(F)F)cc(C(F)(F)F)c1	4	-10	-1	5.3	0	-6	1	-5	0.2	104
O=C(NCc1ccc2c(c1)OCO2)C1CCN(S(=O)(=O)c2ccc(Br)s2)CC1	-1	-16	-7	1.9	7	2	-2	0	0.4	97
COC(=O)C(C)C1Sc2ccccc2NC1=O (centres undefined)	1	-1	34	0.2	5	7	1	-5	-0.2	102
CCOC(=O)N1CCc2c(sc3nc(SC(C)C)n(N)c(=O)c23)C1	5	-21	2	-1.1	1	-5	-3	-3	1.5	89
Cc1cc(C(=O)NNC(=O)CCC2CCCCC2)c(C)o1	8	11	1	-3.4	-4	11	2	-4	0.0	99
Cc1ccc(/C=C2\Oc3c(ccc(O)c3CN3CCN(CCO)CC3)C2=O)cc1	-18	-1	-3	-0.6	2	-3	-2	-19	-0.1	102
CC[C@@H](C(=O)n1nc(C)cc1C)[C@H](NS(=O)(=O)c1ccc(C)cc1)c1ccccc1	16	-22	29	6.2	5	-2	-4	0	0.0	94
COc1cccc2sc(Nc3nnc(-c4ccccc4Cl)o3)nc12	-7	0	24	-0.6	-2	-1	9	-6	-0.1	98
Cc1ccc(C(=O)OCN2C(=O)c3ccccc3C2=O)o1	14	5	0	-2.0	1	1	5	-3	-0.2	101
O=S(=O)(c1cccc(-c2n[nH]c(=S)n2-c2ccccc2Cl)c1)N1CCOCC1	-4	-2	11	-2.1	-3	-6	-3	-5	0.0	95
O=S(=O)(c1ccccc1C(F)(F)F)N1CCOCC1	-6	1	3	-1.6	3	24	2	/	0.0	96
COc1ccc(NC(=O)Nc2cccc3c2O[C@H](CN(C)S(=O)(=O)c2ccc(F)cc2)[C@@H](C)CN([C@H](C)CO)C3=O)cc1	-1	6	-8	-1.4	0	8	2	-2	-0.1	98
Cc1cc(C)n(CCNC(=O)[C@H]2O[C@@H](n3ccc(N)nc3=O)[C@H](O)[C@@H]2O)n1	/	4	/	/	-7	/	2	/	-0.1	97
Cc1ccc(S(=O)(=O)N2CCCCC2)cc1NC(=O)CSc1nc(N)cc(=O)[nH]1	2	-2	2	-1.6	-3	8	1	-3	0.0	98
COc1ccc(/C=N/NC(=O)Cn2nc([N+](=O)[O-])cc2C)c(OC)c1OC	-10	-3	0	-0.7	0	5	1	0	0.0	95
Cc1ccccc1CNc1nc(N)n(-c2ccccc2)n1	5	-2	1	-1.6	-5	1	2	-5	0.0	102
O=C(O)c1c2c(nc3ccc(S(=O)(=O)N4CCC(C(=O)N5CCCCC5)CC4)cc13)CCCC2	-7	-7	/	0.0	0	-2	0	-7	-0.2	103
Cc1ccccc1NC(=O)COc1ccc(Br)cc1CNCCCO	14	4	-20	4.6	5	-2	-1	-5	0.0	108
O=C(CN1C(=O)/C(=C\c2cccc(Br)c2)Oc2ccccc21)NCC1CCCO1 (centres undefined)	1	-5	-5	-1.9	4	-4	-2	-15	3.5	88
CCOC(=O)Nc1sc(NS(=O)(=O)c2ccc(C)cc2)nc1C	-6	4	?	-0.8	0	-2	2	-8	-0.2	89
CC(NC(=O)C(C)N1c2cccc3cccc(c23)S1(=O)=O)c1ccccc1 (centres undefined)	-4	-11	-3	0.8	-4	-3	-2	-5	0.1	82

Screening results (PubChem BioAssay)
